USP2a block = qHTS Assay for Inhibitors of Ubiquitin-specific Protease USP2a Using CHOP2 as the Reporter. Ubiquitin carboxyl-terminal hydrolase 2 (Homo sapiens), O75604. USP2 core, Ub-CHOP2 coupled fluorogenic reporter, 485/531. Potency, µM (highest dose often 38.3 µM), for the others: at the top dose activity change, negative = inhibition, hits mostly inhibitors. 330,000 compounds, 0.01% hits;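 further: potency means the concentration at half of the fitted maximal effect; plate controls were DMSO wells for no effect and full inhibition by NEM control for full effect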
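USP2 core (10nM final) preincubated 30min RT with compound in 20mM Tris-HCl pH 8.0, 2mM CaCl2, 2mM beta-mercaptoethanol, 0.05% CHAPS; 25nM Ub-CHOP2 plus 25nM reporter substrate added, fluorescence (Ex485/Em531) read after 60min.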
KCNH2 WT inh = qHTS for Inhibitors of KCHN2 3.1: Wildtype qHTS. Voltage-gated inwardly rectifying potassium channel KCNH2 (Homo sapiens), Q12809. U2OS, BacMam KCNH2, thallium flux FluxOr; active compounds read low. 340,000 compounds, 0.37% hits. activity change, % at 1.84 µM;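 active means maximum activity change below -70%; inconclusive means maximum activity change between -70% and -50%; inactive means maximum activity change above -50%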
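U2OS cells were transduced with wild-type KCNH2 virus (2.03 x 10^8 / mL) for 4 h at room temperature, then cultured overnight at 37 C. Thallium flux was read with FluxOr dye. Rate constants were normalized to DMSO controls.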
Eya2 inh = qHTS Assay for Inhibitors of the Phosphatase Activity of Eya2; recombinant Eya2, OMFP fluorescence dephosphorylation (OMFP is methylfluorescein phosphate); Potency, µM (titrated, usually from 76.9 µM), inactives show at the highest dose activity, negative = inhibition, actives largely listed as inhibitors; AID 488837, 2010; 330,000 compounds, 0.006% hits; further: potency means the concentration at half of the fitted maximal effect
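Eya2 protein (added as 0.2 uM solution) was preincubated with compound for 10 min at ambient temperature in 50 mM HEPES pH 7.5, 50 mM NaCl, 5 uM MgCl2, 0.05% BSA, 1 mM DTT. OMFP (added at 50 uM) then reacted 10 min; fluorescence read at 485/525 nm.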
GALK inh = qHTS Assay for Inhibitors of Human Galactokinase (GALK) | P51570 | Purified GALK, Kinase-Glo residual ATP luminescence | Potency, µM (titrated, usually from 57.5 µM), inactives show top-dose activity change, negative = inhibition, actives largely listed as inhibitors | 270,000 compounds, 0.007% hits; further: potency means the concentration at half of the fitted maximal effect
Target sequence (P51570 whole entry, looked up): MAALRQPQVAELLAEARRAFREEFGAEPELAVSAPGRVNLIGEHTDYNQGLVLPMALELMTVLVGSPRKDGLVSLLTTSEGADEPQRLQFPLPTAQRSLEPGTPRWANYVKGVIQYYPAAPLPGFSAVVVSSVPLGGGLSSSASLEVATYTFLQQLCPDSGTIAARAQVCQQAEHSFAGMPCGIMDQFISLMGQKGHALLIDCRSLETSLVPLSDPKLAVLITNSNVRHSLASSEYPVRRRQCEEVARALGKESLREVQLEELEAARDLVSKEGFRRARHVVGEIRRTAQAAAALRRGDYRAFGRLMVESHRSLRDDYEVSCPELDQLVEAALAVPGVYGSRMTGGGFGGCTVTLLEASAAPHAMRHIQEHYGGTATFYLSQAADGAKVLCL
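Human GALK (5 nM) with 35 uM ATP and 100 uM galactose in 20 mM HEPES pH 8.0, 5 mM MgCl2, 60 mM NaCl, 1 mM DTT, 0.01% BSA. After 1 h at room temperature, leftover ATP was read by Kinase-Glo Plus luminescence.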
Chronic BCR inh = qHTS Assay to Find Inhibitors of Chronic Active B-Cell Receptor Signaling | ABC-DLBCL IkBa-CBG/CBR reporter, luminescence ratio, 4 h | Potency, µM (doses to about 46.1 µM), for the others: at the highest dose ratio change, negative = lower green/red ratio, usual class: inhibitors | 340,000 compounds, 0.05% hits; active means well fitted inhibition curve with a large enough effect in the signal ratio, with a control signal flat, not every such curve was filed as active; inconclusive means small, poorly fitted or top-dose-only effect, or effect the other way, or a change in a side signal; the % refers to the signal ratio;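 further: potency means the concentration at half of the fitted maximal effect; plate controls were basal doxycycline-induced cells for no effect and cells given 10 µM MG132 for full effect; MG132 reads +100%, hits lower the ratio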
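Concentration-response series (up to 46 uM) were applied to TMD8 dual-reporter cells for 4 h at 37C with doxycycline. Green/red ratio, after filter-overlap correction, defined %Activity; red signal alone was normalised to basal cells and zero luminescence.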
PKM2 act = qHTS Assay for Activators of Human Muscle isoform 2 Pyruvate Kinase. Pyruvate kinase PKM (Homo sapiens), P14618. purified PKM2, Kinase-Glo ATP luminescence, activation; response scale: 0% is enzyme alone, no compound. Potency, µM (highest dose often 57.5 µM), without a hit: at the highest dose activation, actives largely listed as activators. 260,000 compounds, 0.34% hits. AID 1631, 2009; further: potency means the concentration at half of the fitted maximal effect; nearly all actives have a fitted effect of over 55% in size
Target sequence (P14618 whole entry, looked up, canonical isoform): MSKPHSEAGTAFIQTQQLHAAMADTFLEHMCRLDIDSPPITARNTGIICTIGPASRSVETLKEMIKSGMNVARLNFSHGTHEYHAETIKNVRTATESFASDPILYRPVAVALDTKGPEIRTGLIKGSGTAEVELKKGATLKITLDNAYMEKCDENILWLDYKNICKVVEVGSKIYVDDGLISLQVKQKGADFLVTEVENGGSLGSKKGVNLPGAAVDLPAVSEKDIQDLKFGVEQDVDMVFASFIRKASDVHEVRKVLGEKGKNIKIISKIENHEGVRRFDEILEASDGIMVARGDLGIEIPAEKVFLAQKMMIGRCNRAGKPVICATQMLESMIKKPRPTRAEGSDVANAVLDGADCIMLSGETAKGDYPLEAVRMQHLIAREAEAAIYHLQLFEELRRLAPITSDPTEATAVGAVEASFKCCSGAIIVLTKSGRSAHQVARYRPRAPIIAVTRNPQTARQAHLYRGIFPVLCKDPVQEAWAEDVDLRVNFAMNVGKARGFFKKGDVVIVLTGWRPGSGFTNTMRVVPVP
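ATP formation by purified human PK-M2, quantified via coupled luciferase luminescence after 1 h at room temperature with 0.1 mM ADP and 0.5 mM PEP final.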
Giardia killer = Small Molecules that selectively kill Giardia lamblia: qHTS; Giardia lamblia trophozoite viability; 340,000 compounds, 0.15% hits; AID 540267, 2011; activity change, % at 7.66 µM, hits read low; in the data active means activity change below about -80%; inconclusive means between about -30% and that limit;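 further: parasites exposed to compound for two days anaerobically before the ATP read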
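Compounds were tested on trophozoites seeded at 100 cells/well and held 48 hrs at 37 deg C anaerobically. An ATP-based luminescent kit measured the remaining live cells.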
uPA generation = qHTS for Inhibitors of Cell Surface uPA Generation. Potency, µM (highest dose often 38.3 µM), for inactives: at the highest dose activity change, negative = inhibition, hits mostly inhibitors. 330,000 compounds, 0.31% hits. cell surface uPA generation assay, qHTS; active means well fitted inhibition curve with a large enough effect; inconclusive means small, poorly fitted or top-dose-only effect; inactive means no such curve, though single readings can be large or run the other way; tested in mouse RAW 264.7 cells; further: potency means the concentration at half of the fitted maximal effect; nearly all actives have a fitted effect of over 55% in size
Coupling enz = qHTS Assay for Inhibitors of Fructose-1,6-bisphosphate Aldolase from Giardia Lamblia: Coupling assay counterscreen. coupling enzyme system counterscreen, AmpLite Red fluorescence. activity change, negative = inhibition, % at 58.2 µM, hits read low. 290,000 compounds, 0.67% hits; in the data active means activity change below about -30%
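Counterscreen of the coupled detection system alone, without aldolase: glyceraldehyde-3-phosphate coupling enzymes plus AmpLite Red readout. Compounds at 57.5 uM final, 10 min RT preincubation, 20 min RT reaction, fluorescence 525/598 nm.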
B2AR arrestin = qHTS assay of beta-arrestin-biased ligands of beta2-adrenergic receptor. beta-arrestin recruitment to beta2AR, cell-based reporter. 330,000 compounds, 0.02% hits. Potency, µM (doses to about 46.1 µM), inactives show at the highest dose activation, usual class: activators. Beta-2 adrenergic receptor (Homo sapiens), P07550. AID 492947, 2010;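 further: potency means the concentration at half of the fitted maximal effect; 0% = DMSO controls and full agonism = EC100 isoproterenol or metaproterenol; nearly all actives have a fitted effect of over 65% in size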
KCNH2 3.1 inh = qHTS for Inhibitors of KCHN2 3.1: Mutant qHTS; Potassium voltage-gated channel subfamily H member 2, brain isoform KCNH2 3.1 (human); U2OS KCNH2 3.1, thallium flux FluxOr; active compounds read low; activity change, % (tested at about 1.8 µM); 340,000 compounds, 0.95% hits;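 active means maximum activity change below -70%; inconclusive means maximum activity change from -70% to -50%; inactive means maximum activity change above -50%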;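 further: thallium influx rate constant from kinetic fluorescence after stimulation buffer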
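Virally transduced U2OS (3.1 isoform, 4 h infection in dark at RT) → overnight 37 C → FluxOr + Red40 in HBSS/HEPES, 45 min → stimulation buffer, 2 min kinetic read → rate constant vs DMSO controls.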
An asterisk follows results filed as active; ? = inconclusive; . = not tested or not shown; [ ] = dose if it differs, or a comment. Unless noted, the call rests on the fitted dose curve; in most records, active means well fitted curve in the direction sought with a large enough effect; inconclusive means small, poorly fitted or top-dose-only effect, or another doubt; inactive means no such curve, though single readings can be large; an effect the other way counts as inactive or inconclusive. Unless noted, on the % scale 0 is the no-effect control and ±100 the full control effect. Rows are unselected. About 2.4% of those tested had a hit in this group.

SMILES	USP2a block	KCNH2 WT inh	Eya2 inh	GALK inh	Chronic BCR inh	PKM2 act	Giardia killer	uPA generation	Coupling enz	B2AR arrestin	KCNH2 3.1 inh
CC1CCCC(C)N1C(=O)COC(=O)c1cccs1 (stereo unspecified)	4%	16	-20%	.	4%	.	22	17%	.	-0.3%	7
O=C(OCc1cccc(F)c1)c1ccc2c(=O)n3c(nc2c1)CCC3	2%	0	-7%	-2%	?	11%	-8	2%	7	0.0%	9
O=C(CCCNS(=O)(=O)c1cccs1)N1CCc2ccccc2C1	1%	3	16%	0%	-2%	?	0	-1%	-8	0.7%	3
CC(C)C(=O)Nc1ncc2c(n1)CC(c1cccs1)CC2=O (stereo unspecified)	3%	-2	-12%	2%	7%	-5%	24	10%	3	-0.5%	4
Nc1nc(C(=O)N2CCOCC2)nn1S(=O)(=O)c1ccc(Cl)cc1	0%	2	-19%	-2%	6%	-7%	-17	0%	-1	-0.2%	-8
O=C(CSc1n[nH]c(-c2ccncc2)n1)Nc1ccccc1Cl	0%	-1	-4%	.	-1%	.	2	-1%	.	0.4%	20
O=Cc1cc([N+](=O)[O-])ccc1N1CCOCC1	1%	5	-1%	4%	-1%	-7%	23	1%	2	-0.7%	-5
C/C=C/C(=O)Nc1cccc(C2=NOC3(C2)C[C@@H](C(N)=O)N(C(=O)C(c2ccccc2)c2ccccc2)C3)c1 (stereo partly specified)	0%	-6	-8%	5%	-6%	-3%	-18	1%	2	-0.4%	-1
O=c1c2ccccc2c(-c2ccccc2)nn1Cc1c(Cl)cccc1Cl	1%	1	3%	-2%	-3%	-2%	14	-2%	3	-0.4%	2
OC(COCc1cccs1)CN1CCN(c2cccc(C(F)(F)F)c2)CC1 (stereo unspecified)	3%	3	-7%	2%	-18%	0%	-16	5%	1	-1.3%	-7
CCOC(=O)c1ccc(-n2c(O)c(/C=N/NC(=O)C3COc4ccccc4O3)c3ccccc3c2=O)cc1 (stereo unspecified)	1%	-17	9%	-1%	14%	6%	-1	-20%	15	0.3%	11
NC(=O)N1N=C2/C(=C/c3ccccc3)CCCC2C1c1ccccc1 (stereo unspecified)	-1%	-1	4%	14%	1%	4%	-6	-1%	2	0.4%	20
CCCCN1C(=O)/C(=C2\SC(N3CCOCC3)=NC2=O)c2ccccc21	0%	-8	4%	-3%	-8%	0%	24	?	2	3.8%	-31
COc1ccc2oc(=N)c(C(=O)Nc3ccc(C)cc3)cc2c1	-2%	-19	-5%	-2%	-4%	0%	6	23%	3	-0.6%	29
COc1ccc(C2(CNC(=O)c3ccc(Br)o3)CCOCC2)cc1	3%	6	-14%	0%	0%	1%	8	-6%	-4	-0.3%	4
CCSc1nnc(-c2cccs2)o1	5%	-7	11%	1%	?	-5%	8	-9%	-1	0.0%	8
Cc1ccc(S(=O)(=O)Nc2cccc3c2O[C@@H](CN(C)C(=O)Nc2ccc4c(c2)OCO4)[C@H](C)CN([C@@H](C)CO)C3=O)cc1	1%	-8	-10%	.	15%	.	-21	8%	.	-1.1%	15
Cc1ccc(S(=O)(=O)c2nnn3c2nc(N2CCN(c4ccccn4)CC2)c2ccccc23)cc1C	2%	-6	0%	2%	-7%	.	17	2%	0	-0.2%	-13
COc1ccc(S(=O)(=O)N/N=C(/C)c2ccco2)cc1	1%	6	-12%	-3%	-3%	7%	-16	4%	.	-0.1%	19
O=C(c1cccc(NC2=NC3CS(=O)(=O)CC3S2)c1)N1CCN(c2ncccn2)CC1 (stereo unspecified)	0%	-3	5%	.	7%	1%	-7	11%	1	-0.9%	7
CCCCN(CC)CCCNC(=O)c1ccc(CS(=O)(=O)c2ccccc2C)o1	1%	58	5%	1%	0%	.	13	5%	-1	0.1%	-3
O=C(NCc1ccco1)C1CC(=O)N(c2cccc(Cl)c2)C1 (stereo unspecified)	2%	25	12%	5%	1%	.	16	-2%	0	0.1%	2
C=CCOc1ccccc1CN1CCC(Oc2ccc(C(=O)N3CCCCC3)cc2)CC1	0%	13	9%	-1%	2%	-2%	-27	?	1	0.1%	-14
CCOC(=O)C1=C(C)N(C)C(=S)NC1c1ccccc1Cl (stereo unspecified)	0%	-5	-10%	-1%	3%	0%	-2	1%	-1	0.4%	-18
COc1ccc(/C(N)=N/OC(=O)c2ccco2)cc1	-6%	0	-2%	6%	-20%	-70%	8	-11%	-1	0.1%	2
CC(C)NCc1nnc(-c2ccccc2Cl)o1	-1%	4	1%	-1%	-20%	-1%	6	-7%	0	0.0%	-3
CCCc1cc(=O)oc2cc(C)c3c(C)coc3c12	0%	-1	-3%	9%	?	-2%	4	-8%	1	0.1%	-12
CCN1CCN(C(=S)Nc2cccc(Cl)c2)CC1	0%	6	-8%	2%	1%	10%	2	0%	1	-0.1%	11
CCOc1ccc(/C=N/NC(=O)C(=O)N2CCCCCC2)c2ccccc12	1%	14	-1%	-3%	?	5%	3	13%	-2	-0.3%	-4
Cc1ccc(CNC(=O)CCNS(=O)(=O)c2cccc3nsnc23)cc1	2%	-10	-3%	16%	1%	1%	-7	0%	0	-0.2%	-10
CCN(CC)S(=O)(=O)c1cccc(-c2nnc(SCCOc3ccccc3C)o2)c1	-1%	-12	-3%	-1%	-2%	4%	-3	-3%	0	0.4%	-17
CCOc1ccc(NC(=O)CSc2nnc(COc3c(C)cccc3C)o2)cc1	4%	0	0%	-1%	4%	0%	-1	8%	1	-0.1%	1
COc1cc(O)c(C(C)=O)cc1OC	-1%	12	1%	-5%	-14%	-12%	-7	-2%	-2	-0.1%	-3
COC(=O)c1c(-n2cnnn2)sc(C)c1C	0%	0	12%	-1%	-20%	2%	-12	.	4	-0.2%	-13
CCS(=O)(=O)N1Cc2ccccc2CC1C(=O)Nc1nnc(SCc2ccc(F)cc2)s1 (stereo unspecified)	-15%	1	5%	0%	-1%	?	4	-4%	-13	?	1
Cc1ccc(C)n1-c1sc2c(c1C#N)CCC(C)C2 (stereo unspecified)	-8%	-5	-3%	1%	?	-17%	32[activator]	-4%	-1	0.4%	15
C/C(=N/NC(=O)c1ccoc1C)c1cccc(NC(=O)C2CC2)c1	1%	-3	-5%	0%	?	-14%	6	-2%	1	4.9%	-3
CCOC(=O)c1c(NC(=O)CCS(=O)(=O)c2ccccc2)sc2c1CC(C)(C)NC2(C)C	1%	25	-4%	-2%	4%	-2%	-16	-7%	.	0.5%	.
O=C(CC1(O)C(=O)N(CCc2ccccc2)c2ccccc21)c1ccco1 (stereo unspecified)	0%	3	1%	0%	-1%	-1%	-9	-1%	-1	0.0%	-30
Cc1cccc2cc(CN(CC3CCCO3)C(=O)c3cnccn3)c(=O)[nH]c12 (stereo unspecified)	-1%	-5	2%	3%	1%	0%	-5	-3%	1	-0.1%	-3
O=C(O)Cn1c(-c2ccccc2)cc2ccccc21	0%	-5	4%	6%	8%	1%[11.5 µM]	8	-8%	1	0.1%	-47
O=C1/C(=C\c2ccco2)SC(=S)N1C1CCS(=O)(=O)C1 (stereo unspecified)	2%	-3	-16%	2%	-3%	-4%	-7	-3%	-13	-0.2%	2
CCSc1nsc(SCC)c1C(N)=O	5%	11	-2%	4%	?	14%	-3	0%	3	0.6%	-11
O=C(NCc1ccccc1Cl)c1ccc(NC2=NC3CS(=O)(=O)CC3S2)cc1 (stereo unspecified)	4%	-4	6%	.	2%	1%	28	-15%	0	-0.1%	-8
Cc1ccc(C(=O)Nc2ccc3ccccc3n2)cc1	-1%	-7	?	11%	-22%	.	-16	-11%	2	-0.2%	-4
CCn1c(SCC(=O)NC2CC2)nnc1-c1cccs1	2%	3	-10%	.	3%	.	7	12%	.	-1.9%	3
COc1ccccc1NC(=O)CCCC(=O)OCC(F)(F)C(F)F	3%	-16	2%	1%	13%	-3%	3	7%	1	-0.3%	?

Screening results from PubChem.
